Source: PubChem (Broad Institute)
NSD2 inh: inhibitors of human NSD2 methyltransferase | O96028 | NSD2-SET H3K36me1 DELFIA fluorescence, biochemical | inhibition, % at 12.5 µM | actives 0.07% (n = 44,000); in the data active = inhibition above about 54%, passing the limit was not always enough;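 also: inhibitors reduce the monomethyl H3K36 fluorescence signal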
Target sequence (O96028 whole entry, looked up): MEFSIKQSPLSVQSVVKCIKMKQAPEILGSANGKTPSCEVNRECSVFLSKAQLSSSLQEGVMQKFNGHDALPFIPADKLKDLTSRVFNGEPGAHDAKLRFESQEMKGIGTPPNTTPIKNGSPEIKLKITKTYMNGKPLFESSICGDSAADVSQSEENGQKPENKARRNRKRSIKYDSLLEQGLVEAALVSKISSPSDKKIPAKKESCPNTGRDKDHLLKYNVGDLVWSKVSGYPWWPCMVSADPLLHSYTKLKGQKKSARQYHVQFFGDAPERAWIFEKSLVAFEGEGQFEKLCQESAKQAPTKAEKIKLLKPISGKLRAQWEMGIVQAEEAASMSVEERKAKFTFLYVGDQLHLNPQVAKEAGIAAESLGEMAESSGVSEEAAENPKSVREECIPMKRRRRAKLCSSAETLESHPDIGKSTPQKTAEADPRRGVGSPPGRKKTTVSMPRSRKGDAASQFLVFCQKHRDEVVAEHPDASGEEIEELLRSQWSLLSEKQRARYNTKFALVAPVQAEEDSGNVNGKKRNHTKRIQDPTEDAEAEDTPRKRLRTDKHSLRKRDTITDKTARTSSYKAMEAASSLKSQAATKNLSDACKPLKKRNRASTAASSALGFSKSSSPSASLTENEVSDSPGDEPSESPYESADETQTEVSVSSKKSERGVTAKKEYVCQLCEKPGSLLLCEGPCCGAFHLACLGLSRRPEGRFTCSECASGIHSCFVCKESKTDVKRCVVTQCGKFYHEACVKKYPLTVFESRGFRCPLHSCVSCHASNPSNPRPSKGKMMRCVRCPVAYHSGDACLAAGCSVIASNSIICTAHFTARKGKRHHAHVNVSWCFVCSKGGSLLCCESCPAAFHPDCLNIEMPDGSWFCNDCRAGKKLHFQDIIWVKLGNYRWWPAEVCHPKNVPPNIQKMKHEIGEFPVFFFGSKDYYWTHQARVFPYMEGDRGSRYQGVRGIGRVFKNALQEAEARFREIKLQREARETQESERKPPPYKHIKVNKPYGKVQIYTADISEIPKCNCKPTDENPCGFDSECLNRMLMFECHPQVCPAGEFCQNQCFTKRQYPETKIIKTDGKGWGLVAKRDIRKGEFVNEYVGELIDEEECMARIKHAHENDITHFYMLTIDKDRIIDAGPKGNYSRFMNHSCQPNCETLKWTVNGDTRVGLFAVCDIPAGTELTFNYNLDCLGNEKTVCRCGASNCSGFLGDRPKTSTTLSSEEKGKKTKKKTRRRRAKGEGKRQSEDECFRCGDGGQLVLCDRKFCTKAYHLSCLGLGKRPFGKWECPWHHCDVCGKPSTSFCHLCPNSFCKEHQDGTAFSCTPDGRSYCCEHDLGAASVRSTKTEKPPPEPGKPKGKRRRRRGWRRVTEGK
* hit, by the source's call.

> C[C@@H]1CN([C@H](C)CO)S(=O)(=O)c2ccc(C#CC3CC3)cc2O[C@@H]1CN(C)S(C)(=O)=O
  NSD2 inh = -2

> C[C@@H]1CN([C@H](C)CO)C(=O)c2cc(NS(=O)(=O)c3ccccc3)ccc2O[C@@H](C)CCCCO[C@@H]1CN(C)S(C)(=O)=O
  NSD2 inh = 0

> C[C@@H]1CN([C@@H](C)CO)C(=O)c2cc(C#Cc3ccccc3)cnc2O[C@@H]1CN(C)C(=O)C1CC1
  NSD2 inh = -1

> C[C@H](CO)N1C[C@H](C)[C@@H](CN(C)Cc2ccccc2C(=O)O)Oc2ncc(C#CC3CC3)cc2C1=O
  NSD2 inh = -8

> COc1ccccc1-c1cnc2c(c1)C(=O)N([C@@H](C)CO)C[C@@H](C)[C@H](CN(C)Cc1cccc(F)c1)O2
  NSD2 inh = 5

> C[C@H](CO)N1C[C@H](C)[C@H](CN(C)C(=O)c2ccccn2)Oc2ncc(Br)cc2C1=O
  NSD2 inh = 12

> COc1ccc(NC(=O)N(C)C[C@@H]2Oc3ncc(C#Cc4ccccc4)cc3C(=O)N([C@H](C)CO)C[C@@H]2C)cc1
  NSD2 inh = 0

> C[C@@H]1CN([C@@H](C)CO)C(=O)c2cc(NC(=O)Cc3ccccc3)ccc2O[C@@H]1CN(C)S(=O)(=O)c1ccccc1
  NSD2 inh = 1

> CC(C)NC(=O)Nc1ccc2c(c1)C(=O)N([C@H](C)CO)C[C@H](C)[C@@H](CN(C)C(=O)c1ccncc1)OCCCC[C@@H](C)O2
  NSD2 inh = 2

> COCC#Cc1cnc2c(c1)C(=O)N([C@@H](C)CO)C[C@@H](C)[C@@H](CN(C)C(=O)C1CCOCC1)O2
  NSD2 inh = 0

> O=C(CCCCCCC(=O)Nc1ccccc1O)N/N=C\c1ccc2ccccc2n1
  NSD2 inh = -11

> C[C@@H]1CN([C@H](C)CO)C(=O)Cc2cc(NC(=O)C3CC3)ccc2O[C@@H]1CN(C)Cc1ccc(C(F)(F)F)cc1
  NSD2 inh = -4

> C[C@@H]1CN([C@H](C)CO)C(=O)Cc2cc(NC(=O)CCCN(C)C)ccc2O[C@H]1CN(C)S(=O)(=O)c1ccc(F)cc1
  NSD2 inh = -8

> O=C(CCCCCC(=O)N/N=C/c1cccnc1Cl)NO
  NSD2 inh = -2

> CCO[C@H]1OC(C(=O)N2CCOCC2)=C[C@@H](c2ccc(Br)cc2)[C@@H]1CCCO
  NSD2 inh = -4

> C[C@H](CO)N1C[C@H](C)[C@@H](CN(C)S(C)(=O)=O)Oc2c(NC(=O)Nc3ccc(F)cc3)cccc2C1=O
  NSD2 inh = 3

> C[C@H](CO)N1C[C@H](C)[C@H](CN(C)S(=O)(=O)c2ccc(F)cc2)Oc2ncc(C#Cc3ccccc3)cc2C1=O
  NSD2 inh = -1

> C[C@H]1CN([C@@H](C)CO)C(=O)c2ccccc2-c2ccccc2CO[C@@H]1CN(C)Cc1ccncc1
  NSD2 inh = 23

> C[C@@H]1CN([C@@H](C)CO)C(=O)Cc2cc(NC(=O)Nc3ccc(C(F)(F)F)cc3)ccc2O[C@H]1CN(C)C(=O)Nc1ccc(C(F)(F)F)cc1
  NSD2 inh = -7

> C[C@@H]1CN([C@H](C)CO)C(=O)c2cc(NC(=O)Nc3cccc4ccccc34)ccc2O[C@@H]1CN(C)Cc1ccc(-c2ccccc2)cc1
  NSD2 inh = 2

> O=C(Nc1ccccc1)C1=C[C@@H](c2ccc3c(c2)Cc2ccccc2-3)C[C@@H](OCc2ccc(CO)cc2)O1
  NSD2 inh = -6

> C[C@H]1CN([C@@H](C)CO)C(=O)Cc2cc(NC(=O)C3CCCCC3)ccc2O[C@H]1CN(C)C(=O)NC1CCCCC1
  NSD2 inh = 9

> O=c1[nH]ccc2c(O)cccc12
  NSD2 inh = -3

> C[C@H](CO)N1C[C@H](C)[C@@H](CN(C)C(=O)Nc2ccc(C(F)(F)F)cc2)Oc2ncc(/C=C/c3ccccc3)cc2C1=O
  NSD2 inh = -11

> Cc1ccc(S(=O)(=O)Nc2ccc3c(c2)C(=O)N([C@H](C)CO)C[C@H](C)[C@@H](CN(C)C(=O)CCCN(C)C)OCCCC[C@@H](C)O3)cc1
  NSD2 inh = 2

A second format for some results above.
| NSD2 inh | Molecule |
| --- | --- |
| -7 | C[C@@H]1CN([C@@H](C)CO)C(=O)Cc2cc(NC(=O)Nc3ccc(C(F)(F)F)cc3)ccc2O[C@H]1CN(C)C(=O)Nc1ccc(C(F)(F)F)cc1 |
| 2 | C[C@@H]1CN([C@H](C)CO)C(=O)c2cc(NC(=O)Nc3cccc4ccccc34)ccc2O[C@@H]1CN(C)Cc1ccc(-c2ccccc2)cc1 |
| -6 | O=C(Nc1ccccc1)C1=C[C@@H](c2ccc3c(c2)Cc2ccccc2-3)C[C@@H](OCc2ccc(CO)cc2)O1 |
| 9 | C[C@H]1CN([C@@H](C)CO)C(=O)Cc2cc(NC(=O)C3CCCCC3)ccc2O[C@H]1CN(C)C(=O)NC1CCCCC1 |
| -3 | O=c1[nH]ccc2c(O)cccc12 |

More structures
> C[C@@H]1CCCCO[C@@H](CN(C)C)[C@H](C)CN([C@@H](C)CO)C(=O)c2cc(NC(=O)C3CCCCC3)ccc2O1
  NSD2 inh = 8

> C[C@H]1CN([C@@H](C)CO)S(=O)(=O)c2ccc(C#Cc3ccc(F)cc3)cc2O[C@@H]1CN(C)C(=O)CN(C)C
  NSD2 inh = 21

> C[C@@H]1CN([C@@H](C)CO)C(=O)c2cc(NS(=O)(=O)c3cn(C)cn3)ccc2O[C@H]1CN(C)C(=O)NC1CCCCC1
  NSD2 inh = -2

> C[C@@H]1CN([C@@H](C)CO)C(=O)c2cccc(NC(=O)C3CCOCC3)c2O[C@@H]1CN(C)C(=O)Nc1ccc2c(c1)OCO2
  NSD2 inh = 4

> CC(=O)N(C)C[C@H]1Oc2cc(-c3cccc(C#N)c3)ccc2S(=O)(=O)N([C@@H](C)CO)C[C@H]1C
  NSD2 inh = 2

> C[C@@H]1CN([C@@H](C)CO)C(=O)c2cc(NS(=O)(=O)c3ccc(Cl)cc3)ccc2O[C@H]1CN(C)S(=O)(=O)c1ccc(Cl)cc1
  NSD2 inh = -2

> O=S(=O)(N[C@@H]1CCCN(Cc2cccc(OCCO)c2)C1)c1cc(Cl)ccc1Cl
  NSD2 inh = 15

> COc1ccc(S(=O)(=O)N(C)C[C@H]2Oc3ccc(NC(=O)CCCN(C)C)cc3CC(=O)N([C@H](C)CO)C[C@H]2C)cc1
  NSD2 inh = 8

> Cc1noc(C)c1NC(=O)N(C)C[C@H]1Oc2ccc(NC(=O)NC3CCCCC3)cc2C(=O)N([C@H](C)CO)C[C@@H]1C
  NSD2 inh = 5

> C[C@@H]1CCCCO[C@H](CN(C)C(=O)Nc2cccc3ccccc23)[C@@H](C)CN([C@H](C)CO)C(=O)c2cc(NS(=O)(=O)c3cccs3)ccc2O1
  NSD2 inh = -1

> COc1cccc(-c2cnc3c(c2)C(=O)N([C@@H](C)CO)C[C@@H](C)[C@H](CN(C)Cc2ccccc2)O3)c1
  NSD2 inh = -1

> C[C@@H]1CCCCO[C@H](CN(C)C(=O)CCCN(C)C)[C@H](C)CN([C@@H](C)CO)C(=O)c2cc(NC(=O)Nc3ccc(C(F)(F)F)cc3)ccc2O1
  NSD2 inh = 16

> Cc1noc(C)c1NC(=O)Nc1ccc2c(c1)C(=O)N([C@H](C)CO)C[C@@H](C)[C@@H](CN(C)Cc1ccccc1)OCCCC[C@@H](C)O2
  NSD2 inh = -4

> C[C@H](CO)N1C[C@H](C)[C@H](CN(C)C(=O)c2ccncc2)Oc2cc(-c3cccc(C#N)c3)ccc2S1(=O)=O
  NSD2 inh = -6

> C[C@@H]1CCCCO[C@@H](CN(C)Cc2ccc(C(=O)O)cc2)[C@H](C)CN([C@@H](C)CO)C(=O)c2cc(NS(=O)(=O)c3cn(C)cn3)ccc2O1
  NSD2 inh = -6

> COc1ccc(NC(=O)Nc2ccc3c(c2)C(=O)N([C@H](C)CO)C[C@@H](C)[C@H](CN(C)S(=O)(=O)c2cn(C)cn2)OCCCC[C@H](C)O3)cc1
  NSD2 inh = -15

> C[C@@H]1CN([C@@H](C)CO)C(=O)Cc2cc(NS(=O)(=O)c3ccc(Cl)cc3)ccc2O[C@@H]1CN(C)C(=O)Nc1cccc2ccccc12
  NSD2 inh = 1

> C[C@@H]1CN([C@@H](C)CO)C(=O)Cc2cc(NC(=O)Nc3cccc4ccccc34)ccc2O[C@H]1CN(C)C(=O)Nc1ccccc1
  NSD2 inh = 22

> Cc1noc(C)c1NC(=O)N(C)C[C@@H]1Oc2c(NS(=O)(=O)c3ccc(F)cc3)cccc2C(=O)N([C@@H](C)CO)C[C@@H]1C
  NSD2 inh = -5

> C[C@@H]1CN([C@H](C)CO)C(=O)c2cccc(NS(=O)(=O)c3ccccc3)c2O[C@H]1CN(C)C(=O)Nc1ccccc1
  NSD2 inh = 0

> Cc1cccc(S(=O)(=O)N(C)C[C@H]2OCc3ccccc3-c3ccccc3C(=O)N([C@@H](C)CO)C[C@@H]2C)c1
  NSD2 inh = 1

> C[C@@H]1CN([C@@H](C)CO)C(=O)c2c(c3ccccc3n2C)-c2ccccc2CO[C@@H]1CN(C)C(=O)[C@@H]1CCCN1C
  NSD2 inh = -5

> C[C@@H]1CCCCO[C@H](CN(C)CC2CC2)[C@H](C)CN([C@@H](C)CO)C(=O)c2cc(NS(=O)(=O)c3ccccc3)ccc2O1
  NSD2 inh = -2

> C[C@H]1CN([C@@H](C)CO)C(=O)c2cc(NC(=O)CCN3CCOCC3)ccc2O[C@@H]1CN(C)S(=O)(=O)c1ccccc1
  NSD2 inh = -2

> CCCC#Cc1cnc2c(c1)C(=O)N([C@@H](C)CO)C[C@@H](C)[C@@H](CN(C)C(=O)CCN1CCCCC1)O2
  NSD2 inh = -6

> CC(C)NC(=O)Nc1ccc2c(c1)C(=O)N([C@H](C)CO)C[C@@H](C)[C@H](CN(C)C)O2
  NSD2 inh = 3

> C[C@@H]1CN([C@H](C)CO)C(=O)c2cccc(NS(=O)(=O)c3cn(C)cn3)c2O[C@@H]1CN(C)C(=O)Nc1ccc(F)cc1
  NSD2 inh = 0

> O=C(CCCCCCC(=O)Nc1ccccc1O)N/N=C/c1ccc2c(c1)Cc1ccccc1-2
  NSD2 inh = 6

> CN(C)CC(=O)Nc1ccc2c(c1)[C@H]1C[C@@H](CC(=O)NCCN3CCCCC3)O[C@H](CO)[C@H]1O2
  NSD2 inh = -13

> C[C@H]1CN([C@@H](C)CO)C(=O)c2cc(C#CCN(C)C)cnc2O[C@H]1CN(C)Cc1ccncc1
  NSD2 inh = -6

> C[C@H]1CN([C@@H](C)CO)C(=O)Cc2cc(NS(C)(=O)=O)ccc2O[C@@H]1CN(C)S(=O)(=O)c1ccc(F)cc1
  NSD2 inh = -5

> O=C1O[C@@H](c2ccccc2)[C@@H](c2ccccc2)N2[C@@H](c3ccc(OCCO)cc3)[C@]3(C(=O)Nc4ccccc43)[C@@H](C(=O)N3CCN(c4ncccn4)CC3)[C@H]12
  NSD2 inh = -4

> COc1ccc(NC(=O)Nc2cccc3c2O[C@H](CN(C)S(=O)(=O)c2cccs2)[C@@H](C)CN([C@@H](C)CO)C3=O)cc1
  NSD2 inh = -3

> C[C@@H]1CCCCO[C@@H](CN(C)S(=O)(=O)c2cccs2)[C@@H](C)CN([C@H](C)CO)C(=O)c2cc(NC(=O)CCCCCC(=O)Nc3ccccc3N)ccc2O1
  NSD2 inh = 3

> CC(=O)N(C)C[C@@H]1Oc2cc(-c3ccc(C)cc3)ccc2S(=O)(=O)N([C@@H](C)CO)C[C@H]1C
  NSD2 inh = -4

> CC(C)(CO)NCC(O)COc1ccccc1Cl (stereo not drawn)
  NSD2 inh = 0

> C[C@@H]1CN([C@H](C)CO)C(=O)c2cc(NC(=O)Cc3cn(C)c4ccccc34)ccc2O[C@H]1CN(C)Cc1ccc(C(=O)Nc2ccccc2N)cc1
  NSD2 inh = -4

> Cc1noc(C)c1S(=O)(=O)Nc1ccc2c(c1)C(=O)N([C@H](C)CO)C[C@@H](C)[C@@H](CN(C)Cc1ccc(-c3ccccc3)cc1)O2
  NSD2 inh = -7

> C[C@@H]1CN([C@H](C)CO)C(=O)Cc2cc(NS(=O)(=O)c3cn(C)cn3)ccc2O[C@H]1CN(C)C(=O)NC1CCCCC1
  NSD2 inh = 12

> Cc1noc(C)c1S(=O)(=O)Nc1ccc2c(c1)CC(=O)N([C@H](C)CO)C[C@@H](C)[C@H](CN(C)Cc1ccc(Oc3ccccc3)cc1)O2
  NSD2 inh = -7

> COc1ccc(S(=O)(=O)N(C)C[C@H]2Oc3c(NC(=O)Nc4cccc5ccccc45)cccc3C(=O)N([C@H](C)CO)C[C@H]2C)cc1
  NSD2 inh = -3

> Cc1noc(C)c1NC(=O)Nc1ccc2c(c1)C(=O)N([C@@H](C)CO)C[C@@H](C)[C@H](CN(C)C(=O)Nc1c(C)noc1C)O2
  NSD2 inh = 11

> C[C@H]1CN([C@@H](C)CO)C(=O)c2cccc(NS(=O)(=O)c3ccc(Cl)cc3)c2O[C@H]1CN(C)Cc1ccc(C(=O)Nc2ccccc2N)cc1
  NSD2 inh = -2

> O=C(C[C@H]1C=C[C@@H](NC(=O)C2CC2)[C@@H](CO)O1)NCc1ccncc1
  NSD2 inh = 5

> C[C@H](CO)N1C[C@H](C)[C@@H](CN(C)Cc2ccc(C(F)(F)F)cc2)Oc2ccc(N(C)C)cc2CC1=O
  NSD2 inh = -3

> COc1ccc(-c2nn(CCC(=O)O)c3nc(C)cc(C)c23)c(OC)c1
  NSD2 inh = -3

> C[C@H]1CN([C@@H](C)CO)C(=O)c2cc(-c3cncnc3)cnc2O[C@H]1CN(C)C(=O)CN1CCOCC1
  NSD2 inh = -5

> Cc1noc(C)c1NC(=O)Nc1ccc2c(c1)C(=O)N([C@@H](C)CO)C[C@H](C)[C@@H](CN(C)C(=O)C1CCCCC1)OCCCC[C@H](C)O2
  NSD2 inh = -6

> COc1ccc(S(=O)(=O)Nc2cccc3c2O[C@@H](CN(C)Cc2ccc(Cl)c(Cl)c2)[C@@H](C)CN([C@@H](C)CO)C3=O)cc1
  NSD2 inh = -2

> O=C(Cc1ccccc1)N[C@@H]1C=C[C@H](CC(=O)N2CCOCC2)O[C@H]1CO
  NSD2 inh = -3

> CC(C)CC#Cc1ccc2c(c1)O[C@H](CN(C)C(=O)NC1CCCC1)[C@H](C)CN([C@H](C)CO)S2(=O)=O
  NSD2 inh = -4

> C[C@H]1CN([C@@H](C)CO)C(=O)c2ccccc2-c2ccccc2CO[C@@H]1CN(C)C(=O)[C@@H]1CCCN1C
  NSD2 inh = 18

A portion of the library; the hit share may differ from the screen's.
